PLK1 PBD block: blocks phosphopeptide binding to human PLK1 polo-box domain; P53350; Plk1 PBD binding of FITC phosphopeptide, fluorescence polarization; Potency, µM, without a hit: max response, negative = inhibition, most hits filed as inhibitors; hit rate 2.8% among 360,000; note: potency is the fitted concentration of half-maximal effect; series mostly up to about 57 µM; % is set by controls: 0 for no effect and ±100 for the full control effect; nearly all actives have a fitted effect of over 65% in size
WRN helicase inh: inhibitors of human WRN helicase; WRN helicase unwinding, fluorescent forked duplex, kinetic; Potency, µM (titrated, usually from 114 µM), without a hit: at the highest dose activity change, negative = inhibition, usual class: inhibitors; hit rate 0.46% among 360,000; AID 651768; note: potency is the fitted concentration of half-maximal effect; % is set by controls: 0 for no effect and ±100 for the full control effect; nearly all actives have a fitted effect of over 55% in size
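Primary qHTS, 1536-well format. 20 nM WRN + compound, 15 min RT; start with 100 nM forked fluorophore/quencher duplex, 2 mM ATP (final); kinetic read ex 525/em 598 nm.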
EPAC2 antagonist: blocks human EPAC2 exchange factor; EPAC2 GEF exchange of Rap1B-BODIPY-GDP, fluorescence; Potency, µM (highest dose often 114 µM), for inactives: top-dose activity, negative = inhibition, most hits filed as inhibitors; hit rate 0.18% among 360,000; AID 720708; Q8WZA2; note: potency is the fitted concentration of half-maximal effect; % is set by controls: 0 for no effect and ±100 for the full control effect; nearly all actives have a fitted effect of over 45% in size; many of its hits are not listed in these tables
Target sequence (Q8WZA2 whole entry, looked up): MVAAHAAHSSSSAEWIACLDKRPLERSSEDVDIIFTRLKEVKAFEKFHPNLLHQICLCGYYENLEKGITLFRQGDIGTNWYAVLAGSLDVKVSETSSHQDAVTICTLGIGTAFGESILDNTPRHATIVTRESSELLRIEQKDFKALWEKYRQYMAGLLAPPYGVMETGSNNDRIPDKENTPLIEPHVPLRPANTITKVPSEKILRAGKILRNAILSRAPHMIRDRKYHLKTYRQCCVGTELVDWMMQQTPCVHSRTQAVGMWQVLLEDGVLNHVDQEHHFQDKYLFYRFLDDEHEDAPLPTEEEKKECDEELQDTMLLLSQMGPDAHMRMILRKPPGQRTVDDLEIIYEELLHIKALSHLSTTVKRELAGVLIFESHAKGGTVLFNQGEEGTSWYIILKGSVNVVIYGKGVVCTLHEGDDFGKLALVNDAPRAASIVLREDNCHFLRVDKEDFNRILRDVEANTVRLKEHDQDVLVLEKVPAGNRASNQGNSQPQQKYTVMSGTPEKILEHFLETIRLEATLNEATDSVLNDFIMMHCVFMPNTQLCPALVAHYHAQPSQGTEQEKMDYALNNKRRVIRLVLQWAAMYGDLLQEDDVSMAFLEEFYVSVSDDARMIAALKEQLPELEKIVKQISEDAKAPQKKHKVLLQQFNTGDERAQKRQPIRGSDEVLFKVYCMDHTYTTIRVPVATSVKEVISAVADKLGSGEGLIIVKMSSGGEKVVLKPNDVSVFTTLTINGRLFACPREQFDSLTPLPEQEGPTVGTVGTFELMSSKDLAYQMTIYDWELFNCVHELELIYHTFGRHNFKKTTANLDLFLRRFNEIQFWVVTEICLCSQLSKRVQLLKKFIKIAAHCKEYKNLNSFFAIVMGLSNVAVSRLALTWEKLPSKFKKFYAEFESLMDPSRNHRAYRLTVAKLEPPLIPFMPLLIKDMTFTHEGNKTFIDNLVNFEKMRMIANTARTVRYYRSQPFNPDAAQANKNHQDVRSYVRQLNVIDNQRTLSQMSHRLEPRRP
PI5P4K alpha inh: PI5P4K alpha (human) kinase inhibition | P48426 | PI5P4Kalpha enzyme, ADP-Glo luminescence, 60 min; stronger effect = lower value | max response, % | hit rate 1.2% among 330,000 | AID 652105; active = max response of -50% or lower; inconclusive = between -30% and -50%; inactive = -30% or higher; note: value at the top dose of about 77 µM; % is set by controls: 0 for no effect and ±100 for the full control effect
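Single end-point luminescence (ADP-Glo) quantified ADP from PI5P4Kalpha turnover; ATP 5 microM final, 1 h at RT, 0.1% CHAPS and 0.28 mM EGTA in HEPES pH 7.4.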
MmCpn inh: inhibitors of Methanococcus maripaludis chaperonin (MmCpn) | Potency, µM (doses to about 76.9 µM), for inactives: at the top dose activity, negative = inhibition, usual class: inhibitors | AID 504842 | hit rate 0.031% among 330,000 | purified Mm-Cpn ATPase, ADP Transcreener TR-FRET; note: potency is the fitted concentration of half-maximal effect; % is set by controls: 0 for no effect and ±100 for the full control effect; nearly all actives have a fitted effect of over 80% in size
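Inhibition of chaperonin ATP hydrolysis is measured as reduced ADP production, detected by competitive TR-FRET in which signal falls with ADP. Final enzyme 25 nM and ATP 10 uM, reacted 30 min at 37°C.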
CCT modulator: changes cytosolic chaperonin activity; purified chaperonin ATPase assay, HTRF ADP detection, 30 min; activity change, % (no concentration beside the values), hits read low; hit rate 0.3% among 360,000; AID 651819; in the data active = activity change below about -30%; note: % is set by controls: 0 for no effect and ±100 for the full control effect
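Nucleotide hydrolysis assay: TRiC at 20–40 nM final (set by batch activity) with 10 uM ATP, 30 min at 37 °C, in presence of 76 uM compound. Detection by competitive ADP HTRF, 30 min ambient.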
EPAC1 antagonist: EPAC1 (human) antagonism. EPAC1 GEF assay, Rap1b-BODIPY-GDP exchange fluorescence. Potency, µM (highest dose often 115 µM), without a hit: at the highest dose activity change, negative = inhibition, hits mostly inhibitors. AID 720709. hit rate 0.14% among 360,000. O95398;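 note: potency is the fitted concentration of half-maximal effect; plate controls were vehicle for no effect and positive control for full effect; nearly all actives have a fitted effect of over 50% in size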
EPAC1 ag: EPAC1 (human) agonism | O95398 | EPAC1 agonist qHTS, biochemical assay; response scale: 100% = response to 6.5 mM cAMP | Potency, µM (highest dose often 154 µM), without a hit: top-dose activation, actives largely listed as activators | hit rate 0.073% among 360,000 | AID 720707; note: potency is the fitted concentration of half-maximal effect; nearly all actives have a fitted effect of over 60% in size
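Normalized to 6.5 mM cAMP, activity reflects EPAC1-catalysed release of BODIPY-GDP from Rap1B, followed kinetically over 30 min at 480 nm excitation, 540 nm emission. Reaction contained 100 nM EPAC1, 250 nM Rap1B-BODIPY-GDP, 50 uM GDP.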
An asterisk follows results filed as active; ? = inconclusive; nt = not tested or not shown; [ ] = remark or other dose. Unless noted, calls come from the whole dose curve; as a rule, active = well fitted curve in the direction sought with a large enough effect; inconclusive = small, poorly fitted or top-dose-only effect, or another doubt; inactive = no such curve, though single readings can be large; an effect the other way counts as inactive or inconclusive. Some of the compounds tested, so the mix of outcomes need not match the whole.

Values run as follows: EPAC1 antagonist	EPAC2 antagonist	EPAC1 ag	PLK1 PBD block	CCT modulator	WRN helicase inh	MmCpn inh	PI5P4K alpha inh
1. COc1ccc(S(=O)(=O)/N=C2/NC(=O)/C(=C\c3cc(OC)c(OC)cc3[N+](=O)[O-])S2)cc1
    ?	1.1%	-5.6%	-27.1%	0.3	-29.5%	2.9%	nt
2. Cc1ccc(NC(=O)COC(=O)CN2C(=O)COc3ccccc32)cc1
    16.8%	9.9%	-4.1%	0.6%	-1.4	9.1%	1.6%	-0.7
3. Nc1nnc(SCC(=O)N2CCN(c3cccc(Cl)c3)CC2)n1-c1ccccc1
    -9.2%	4.6%	7.9%	-7.8%	0.9	10.6%	nt	nt
4. COc1ccc(CCNC(=O)CSc2ccc(-c3ccccc3)nn2)cc1OC
    -4.0%	-3.2%	1.0%	-29.1%	-0.8	-5.9%[57.1 µM]	-0.1%	nt
5. Cc1ccccc1NS(=O)(=O)c1cc(C(=O)N2CCCC2)ccc1Cl
    -14.0%	-1.5%	5.6%	-4.0%	-1.7	?	-2.6%	-5.0
6. Cc1cc(C)c2nc(N3CCCC(C(=O)NCCN4CCOCC4)C3)sc2c1 (stereo not drawn)
    9.0%	6.0%	-2.7%	1.1%	2.8	0.4%[57.1 µM]	1.0%	nt
7. O=C(Nc1cccc(O)c1)c1cc(-c2cccs2)on1
    23.1%	-12.9%	1.9%	1.1%	2.5	3.4%	0.2%	6.1
8. Cc1cccc2sc(NC(=O)CNS(=O)(=O)c3ccc(Br)s3)nc12
    12.2%	9.5%	11.5%	-3.5%	-0.7	-5.2%	1.8%	nt
9. Cc1cccc(C)c1NC(=O)CNC(=O)C1CCCN(C(=O)c2ccc(Cl)cc2)C1 (stereo not drawn)
    0.4%	4.9%	6.1%	-8.5%	-3.3	0.8%	?	-2.0
10. Cc1ccc(CNC(=O)C(c2ccccc2)c2ccccc2)cc1
    9.4%	2.7%	-3.5%	-4.9%	-1.4	2.2%	-0.7%	-2.8
11. O=C(COC(=O)CCC(=O)c1cccs1)Nc1ccc(Cl)cn1
    -9.3%	1.1%	2.2%	-18.4%	-1.6	4.4%	0.7%	-23.3
12. CCN(CC)c1ccc(/C=C/C(=O)c2ccc(Br)cc2)cc1
    313.1%[activator]	364.0%[activator]	100µM*	-52.8%	-2.2	22.4µM*	-2.4%	-4.8
13. CCc1nc(Nc2cc(OC)ccc2OC)c2oc3ccccc3c2n1
    3.9%	-10.1%	6.8%	-7.6%	-6.9	-10.3%	-14.6%	8.3
14. O=[N+]([O-])c1ccc(NCCCNS(=O)(=O)c2ccc(Cl)cc2)c(Cl)c1
    -28.8%	-9.8%	9.8%	0.5%	-2.5	-8.0%	1.4%	-1.3
15. COc1ccc(C(=O)CN2CCN(S(=O)(=O)c3cccc([N+](=O)[O-])c3)CC2)cc1OC
    -2.9%	3.5%	4.7%	-9.5%	-8.3	-4.3%	-1.1%	-1.6

(further entries)
Values run as follows: EPAC1 antagonist	EPAC2 antagonist	EPAC1 ag	PLK1 PBD block	CCT modulator	WRN helicase inh	MmCpn inh	PI5P4K alpha inh
16. CN(C)S(=O)(=O)c1ccc(C(=O)Nc2nnc(SCC(=O)N3CCOCC3)s2)cc1
    -12.3%	-8.5%	6.1%	-7.3%	-1.2	-3.5%	nt	-19.0
17. CCN1CCN(C2CCCCC2NS(=O)(=O)c2ccc(Cl)cc2)CC1 (stereo not drawn)
    4.7%	0.6%	13.0%	26.7µM*	-1.2	1.6%	-1.1%	0.1
18. COc1ccc(-c2nnc(N(C)C(=O)C3CCCO3)s2)cc1 (stereo not drawn)
    5.8%	13.6%	6.0%	-18.3%	0.4	4.4%	1.0%	-4.4
19. COCCCNC(=S)N(Cc1cccnc1)Cc1ccc(OC)c(OC)c1
    5.8%	10.9%	0.6%	-0.3%	0.8	-13.1%	2.3%	-1.2
20. COc1ccccc1CCC(=O)OCC(=O)Nc1ccc2[nH]c(=O)[nH]c2c1
    -10.2%	-7.2%	6.0%	-6.0%	3.4	-17.9%	1.1%	5.7
21. Cc1ccc(S(=O)(=O)N2CCN(CCO)CC2)cc1-c1nnc2c3ccccc3c(C)nn12
    13.2%	9.8%	-3.5%	-2.1%	-2.0	7.0%	nt	nt
22. O=C(Nc1ccc(Cl)cc1)c1cccc(NC2=NC3CS(=O)(=O)CC3S2)c1 (stereo not drawn)
    2.8%	-6.3%	-11.9%	-17.9%	-1.1	-4.3%	1.6%	1.1
23. O=C(/C=C/c1ccccc1)Oc1cccc2cccnc12
    -14.7%	-29.9%	-9.6%	3.8%	-0.7	9.4%	0.4%	2.2
24. Cc1c(C(=O)OCC(=O)Nc2ccc(N3CCOCC3)cc2)oc2ccccc12
    7.0%	1.7%	13.1%	-9.0%	-0.4	8.8%	1.8%	-8.1
25. Fc1cccc(Cl)c1CNC(c1ccccc1)c1ccccc1
    -4.3%	-11.7%	14.5%	2.8%	-4.1	-14.0%[57.1 µM]	2.3%	nt
26. O=[N+]([O-])c1cccc(-c2nc(NCc3ccccc3)c3ccccc3n2)c1
    -1.8%	5.0%	8.3%	-9.8%	0.1	-8.4%	-14.4%	-0.4
27. C=CCn1c(SCC(=O)CC(=O)OCC)nc2cc(C(=O)N3CCC(C(N)=O)CC3)ccc2c1=O
    5.0%	5.1%	-1.0%	-3.8%	1.5	-1.7%	-10.6%	9.5
28. COc1ccccc1N1CC(C(=O)OCC(=O)c2c(N)n(C)c(=O)n(C)c2=O)CC1=O (stereo not drawn)
    -9.4%	14.5%	4.0%	-8.0%	2.6	0.9%	nt	0.3
29. Cc1cc(Cl)ccc1OCCCC(=O)NNC(=O)c1ccccc1O
    1.5%	4.1%	2.7%	2.0%	-1.4	-1.8%	-0.1%	-3.7
30. O=C(CNC1CCN(Cc2ccccc2)CC1)Nc1ccc(S(=O)(=O)N2CCCCC2)cc1
    7.7%	-10.0%	-10.3%	1.3%	2.2	9.7%	1.3%	-3.1

New compounds follow
Values run as follows: EPAC1 antagonist	EPAC2 antagonist	EPAC1 ag	PLK1 PBD block	CCT modulator	WRN helicase inh	MmCpn inh	PI5P4K alpha inh
31. CCOCCCNC(=S)Nc1ccc2nc3n(c(=O)c2c1)CCCCC3
    -13.0%	-0.1%	3.7%	-6.1%	-1.3	0.9%[57.1 µM]	1.2%	0.8
32. Cc1cccc(NS(=O)(=O)c2cccc(C(=O)NCCCN3CCCC3=O)c2)c1
    8.5%	5.7%	-0.9%	-1.2%	-0.2	-2.5%	-0.1%	-1.8
33. Cc1cccc2cc3cccc(C)c3nc12
    -7.6%	19.0%	7.3%	-11.6%	-1.5	-5.3%	-1.4%	27.9
34. COc1ccc(-c2nn(-c3ccccc3)cc2C(=O)N2c3ccc(C)cc3C3CN(C)CCC32)cc1 (stereo not drawn)
    3.3%	6.4%	-13.2%	1.9%	-0.5	-10.0%	0.5%	9.5
35. O=S(=O)(NCc1ccccc1)c1ccc(Br)c2nsnc12
    ?	-12.9%	12.4%	-7.0%	0.9	-21.8%	-14.5%	1.4
36. COc1ccc(-c2cccc(C3CC=CC4C3C(=O)N(Cc3ccccc3)C4c3ccc(C(F)(F)F)cc3)c2)cc1 (stereo not drawn)
    -9.9%	0.9%	-25.7%	-23.1%	2.3	-8.8%	0.4%	2.2
37. COCCNC(=O)c1cccc(OC2CCN(Cc3cccc(SC)c3)CC2)c1
    -6.6%	-5.6%	0.8%	-19.5%	1.1	2.2%	-1.0%	-6.8
38. COc1ccc(NC(=O)CN(C)CC(=O)NCC2CCCCC2)cc1
    -20.8%	0.0%	3.1%	-0.3%	0.7	1.5%	1.4%	-0.7
39. CN1C(=O)c2ccccc2N(C)C1c1cccc(O)c1 (stereo not drawn)
    3.0%	1.0%	1.9%	9.0%	-1.9	-4.2%[57.1 µM]	0.9%	0.2
40. CCCC(=O)Nc1ccc(OCC(O)CNC(C)C)c(C(C)=O)c1 (stereo not drawn)
    -25.5%	6.7%	-9.6%	-14.2%	-2.2	2.2%	-2.3%[15.4 µM]	-0.8
41. O=C(NCCCN1CCc2ccccc2C1)Nc1ccc(Br)cc1
    -10.5%	-2.7%	8.2%	?	-2.1	0.0%	-0.7%	0.2
42. COc1ccccc1-c1nn2c(C3COc4ccccc4O3)nnc2s1 (stereo not drawn)
    8.5%	6.6%	-2.6%	11.9µM*	0.5	-10.6%	-19.5%	-20.6
43. COc1ccc(/C=C2\Sc3ccc(C(=O)NCC4CCCO4)cc3N(C)C2=O)cc1 (stereo not drawn)
    -30.4%	-3.3%	16.8%	?	-0.7	-3.3%	-2.5%	-2.8
44. CCNC(=S)N(CCc1c(C)[nH]c2ccc(C)cc12)Cc1cccnc1
    -15.4%	0.5%	0.4%	-7.3%	-3.4	-2.4%	-0.1%	0.5
45. CC1CCN(S(=O)(=O)c2ccc3c(ccn3CCC(=O)NC(C)C)c2)CC1
    -0.7%	-21.6%	-4.8%	4.8%	-0.7	-4.2%	?	-1.5

Further records:
Values run as follows: EPAC1 antagonist	EPAC2 antagonist	EPAC1 ag	PLK1 PBD block	CCT modulator	WRN helicase inh	MmCpn inh	PI5P4K alpha inh
46. COCc1ccc(C(=O)N2CCCC(N3CCN(c4ccccc4C)CC3)C2)s1 (stereo not drawn)
    3.8%	-14.5%	9.4%	-5.7%	0.9	4.3%	0.0%	9.1
47. Cc1c(NC(=O)COc2ccccc2Cl)c(=O)n(-c2ccccc2)n1C
    6.0%	-6.8%	-1.2%	-6.7%	-4.0	7.2%	-1.9%	-3.1
48. CC(C)Nc1ccc(C(CC(N)=O)NC(=O)c2ccc(Br)cc2)cc1[N+](=O)[O-] (stereo not drawn)
    -17.2%	-1.2%	0.9%	5.6%	-0.2	2.0%	-0.2%	2.0
49. O=C(N/N=C/c1ccccn1)c1cc(-c2ccccc2)nc2ccccc12
    13.2%	19.7%	-2.0%	-0.1%	-1.3	2.6%	2.4%	-13.5

PLK1 PBD block: hit marks shown above.
item | SMILES | EPAC1 antagonist | EPAC2 antagonist | PLK1 PBD block | CCT modulator | WRN helicase inh | MmCpn inh | PI5P4K alpha inh
17 | CCN1CCN(C2CCCCC2NS(=O)(=O)c2ccc(Cl)cc2)CC1 (stereo not drawn) | 4.7% | 0.6% | 26.7µM* | -1.2 | 1.6% | -1.1% | 0.1
42 | COc1ccccc1-c1nn2c(C3COc4ccccc4O3)nnc2s1 (stereo not drawn) | 8.5% | 6.6% | 11.9µM* | 0.5 | -10.6% | -19.5% | -20.6

Compound activity: PubChem, National Center for Advancing Translational Sciences (NCATS)
